TDP1 cell noCPT: qHTS for Inhibitors of human tyrosyl-DNA phosphodiesterase 1 (TDP1): qHTS in cells in absence of CPT. hit rate 15% among 420,000. Potency, µM (highest dose often 46.2 µM), inactives show top-dose activity change, negative = growth inhibition, hits mostly inhibitors. DT40 Tdp1-/- hTDP1 cells, no CPT, ATP luminescence, 48 h; further: nearly all actives have a fitted effect of over 55% in size
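Chicken DT40 Tdp1-/- cells complemented with human TDP1, screened without camptothecin (DMSO vehicle only), 400 cells/well. Compounds pin-transferred, cells incubated at 37 °C for at least 48 hr. Growth read as ATP-dependent luminescence (CellTiter-Glo, 30 min at RT).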
TDP1 cell CPT: DT40-hTDP1 cell growth loss with CPT. chicken DT40 Tdp1-/-;hTDP1 cells + 20 nM CPT, ATP luminescence, 48 h. Potency, µM (doses to about 46.2 µM), without a hit: at the top dose activity change, negative = growth inhibition, hits mostly inhibitors. hit rate 12% among 420,000. AID 686979; further: nearly all actives have a fitted effect of over 55% in size
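Chicken DT40 Tdp1-/- cells complemented with human TDP1, 400 cells/well, exposed to compounds plus 20 nM camptothecin for at least 48 h at 37 C; viability read as ATP content by CellTiter-Glo luminescence.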
GCN5L2 inh: blocks human GCN5L2 histone acetyltransferase; Potency, µM (doses to about 58.9 µM), for the others: at the top dose activity change, negative = inhibition, usual class: inhibitors; Q92830; AID 504327; hit rate 0.21% among 390,000; GCN5L2 HAT assay, ThioGlo1 CoA-SH fluorescence
Target sequence (Q92830 whole entry, looked up): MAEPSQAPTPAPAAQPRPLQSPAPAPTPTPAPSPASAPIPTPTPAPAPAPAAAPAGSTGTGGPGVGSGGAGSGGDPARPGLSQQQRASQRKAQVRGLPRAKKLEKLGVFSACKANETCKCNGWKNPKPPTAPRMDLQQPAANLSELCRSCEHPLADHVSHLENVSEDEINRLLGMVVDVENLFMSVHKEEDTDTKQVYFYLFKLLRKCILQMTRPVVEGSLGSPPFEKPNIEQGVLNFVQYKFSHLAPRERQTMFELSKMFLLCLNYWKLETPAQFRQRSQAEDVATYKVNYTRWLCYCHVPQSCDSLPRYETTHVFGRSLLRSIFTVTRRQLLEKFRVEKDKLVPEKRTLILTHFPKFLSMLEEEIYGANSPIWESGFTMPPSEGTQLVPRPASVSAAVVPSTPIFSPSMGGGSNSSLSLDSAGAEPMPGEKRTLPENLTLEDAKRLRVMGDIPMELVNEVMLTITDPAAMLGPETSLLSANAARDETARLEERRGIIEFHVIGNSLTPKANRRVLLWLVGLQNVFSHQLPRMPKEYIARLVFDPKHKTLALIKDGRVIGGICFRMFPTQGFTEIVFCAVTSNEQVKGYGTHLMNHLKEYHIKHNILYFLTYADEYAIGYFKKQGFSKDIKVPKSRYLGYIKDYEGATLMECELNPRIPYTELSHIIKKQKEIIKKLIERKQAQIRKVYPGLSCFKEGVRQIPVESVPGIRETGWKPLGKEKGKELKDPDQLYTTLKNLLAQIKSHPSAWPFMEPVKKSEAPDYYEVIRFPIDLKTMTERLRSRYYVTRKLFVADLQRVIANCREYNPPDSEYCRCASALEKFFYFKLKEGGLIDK
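GCN5L2 (20nM final) in 50mM HEPES, 0.1mM EDTA pH 7.5, 0.01% Tween-20 was preincubated 15 min at room temperature with compound, then given ThioGlo1 (50uM), H3(1-25) peptide (75uM) and acetyl-CoA (70uM); CoA-thiol fluorescence (Ex340/Em540) was read at 0 and 20 min.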
An asterisk follows results filed as active; ? = inconclusive; . = not tested or not shown; & = joins results of further samples; [ ] = remark or other dose. The call rests on the fitted dose curve; in most records, active means well fitted curve in the direction sought with a large enough effect; inconclusive means small, poorly fitted or top-dose-only effect, or another doubt; inactive means no such curve, though single readings can be large; an effect the other way counts as inactive or inconclusive. On the % scale 0 is the no-effect control and ±100 the full control effect; potency means the concentration at half of the fitted maximal effect. Not all compounds are listed. The share of hits here may be higher or lower than overall.

SMILES	TDP1 cell noCPT	TDP1 cell CPT	GCN5L2 inh
CCN(CC)S(=O)(=O)c1ccc(C(=O)N2CCN(c3ncccn3)CC2)cc1	-19.8%	-23.1%	-1.7%
Cc1ccc(C(=O)COC(=O)c2ccc(O)cc2)cc1	4.9%	3.5%	-7.9%
c1coc(-c2nnc3sc(C4CCCCC4)nn23)c1	?	?	-9.4%
COc1ccc(N(Cc2cccs2)C(=O)c2ccc(Br)o2)cc1	18.4µM*	14.6µM*	-14.0%
O=C(CCC(=O)N1CCN(C2CCCC2)CC1)Nc1nnc(C(F)(F)F)s1	13.5%	13.3%	-2.1%
CCNC(=S)NNC(=O)c1cc(-c2cccc(OC)c2)nc2ccccc12	16.4µM*	?	-3.2%
CCOC(=O)c1cnc2c(cnn2C)c1NCCC(O)C(F)(F)F (centres undefined)	-15.7%	?	-16.8%
Cc1ccc(NC2CCCN(C(=O)c3ccc(-n4ccnc4)cc3)C2)cc1C (centres undefined)	-26.0%	-16.1%	-8.8%
CC1(c2cccc(Br)c2)NC(=O)N(CC(=O)Nc2ccc3c(c2)OCCO3)C1=O (centres undefined)	?	?	-3.9%
COc1ccc(C(=O)OCc2c(C)noc2C)cc1	8.3%	4.4%	-14.8%
CCc1c(O)nc(SCC(=O)Nc2nc3ccccc3s2)n(-c2ccc(C)cc2)c1=O	0.8%	19.2%	-30.7%
CCOc1ccc(-c2nn3c(-c4ccc(F)cc4)nnc3s2)cc1	-26.1%	-16.0%	.
NC(CCc1ccccc1)c1csc(Nc2ccc(C(=O)NCCCO)cn2)n1 (centres undefined)	-22.5%	-29.5%	.
COc1ccc(-n2c3c(cc(C(=O)NCc4ccco4)c2=O)C(=O)CC(C)(C)C3)cc1	-14.0%	-4.1%	-6.0%
COc1ccccc1C(CNC(=O)CN1C(=O)NC(C)(c2ccc3ccccc3c2)C1=O)N1CCCC1 (centres undefined)	?	?	.
COCCNC(=O)c1ccc(C)c(NC(=O)C2=C(C)OCCS2)c1	-2.8%	9.8%	-18.5%
N#C/C(=C\C=C\c1ccccc1)C(=O)NCc1cccnc1	29.1µM*	25.9µM*	2.4%
CCC1Nc2ncnc(N3CCCCC3)c2N(Cc2ccc(Cl)cc2)C1=O (centres undefined)	?	?	-8.5%
CCCNC(=O)CCn1c(=S)oc2ccccc21	?	9.2µM*	-5.4%
COc1ccc2nc(NC(=O)c3ccc(S(=O)(=O)N4CCC(C)CC4)cc3)sc2c1	?	2.5%	-26.9%
Cc1ccccc1C(=O)NNC(=O)CCc1ccccc1	2.9%	24.7%	-11.1%
O=C(Nc1ccc(S(=O)(=O)N(Cc2ccccc2)c2ccccc2)cc1)c1ccc([N+](=O)[O-])cc1	?	2.91µM*	2.0%
Cc1cc(=O)n2nc(N3CCCC(C(=O)NCc4cccc(Br)c4)C3)sc2n1 (centres undefined)	5.6%	-17.6%	-11.1%
CC1CCc2sc(C(=O)NCC(c3ccco3)N3CCCCC3)cc2C1 (centres undefined)	10.3µM*	16.4µM*	-5.4%
CCC(=O)NCCCCNC(=O)CC	-14.5%	19.5%	-15.0%

Given as a markdown table: entries from further up.
| structure | TDP1 cell noCPT | TDP1 cell CPT | GCN5L2 inh |
| --- | --- | --- | --- |
| CCc1c(O)nc(SCC(=O)Nc2nc3ccccc3s2)n(-c2ccc(C)cc2)c1=O | 0.8% | 19.2% | -30.7% |
| CCOc1ccc(-c2nn3c(-c4ccc(F)cc4)nnc3s2)cc1 | -26.1% | -16.0% | . |

Carrying on.
SMILES	TDP1 cell noCPT	TDP1 cell CPT	GCN5L2 inh
Cn1c(=O)c2c(O)c(C=NCc3ccccc3)c(=O)n(C)c2n(C)c1=O	-2.2%	-6.7%	-9.7%
O=C1CSC(=Nc2ccc(Cl)cc2)N1Cc1ccco1	-27.5%	-6.3%	-3.9%
CC(O)CNc1nc2c(c(=O)n(Cc3ccc(Cl)cc3)c(=O)n2C)n1C (centres undefined)	?	?	-1.8%&0.6%
O=C1CCCC2=C1C(c1cccs1)n1nc(SCc3ccc(C(=O)O)cc3)nc1N2 (centres undefined)	8.0%	2.3%	?
Cc1cc(=O)oc2cc(Nc3ccccc3)ccc12	6.6%	16.4%	-13.2%
COc1ccc(CNC(=O)CSc2nc3ccccc3n2C(C)=O)cc1	-8.3%	-21.0%	3.2%
C/C(=N\NC(=O)c1nnn(-c2nonc2N)c1CN(C)c1ccccc1)c1ccccn1	4.61µM*	4.61µM*	?
COc1ccc(C(C)=O)cc1CSc1nnc(C)s1	-8.4%	-16.6%	3.2%
O=C(c1cccc(S(=O)(=O)Nc2ccccc2Cl)c1)N1CCN(C(=O)c2ccco2)CC1	1.1%	-7.9%	-11.6%
COc1ccc(N(CC(=O)Nc2ccc(C)cn2)S(=O)(=O)c2c(C)noc2C)cc1	-10.5%	-19.0%	-2.4%
Cc1ccc(Nc2nc(Cl)nc3ncn(C)c23)c(C)c1	-15.3%	-7.6%	.
CC(=O)Nc1ccc(NC(=O)CSc2nnc(CC(C)O)n2-c2ccccc2)cc1 (centres undefined)	11.0%	5.8%	-0.5%
CN(CC1CCOCC1)C(=O)CC1C(=O)NCCN1Cc1ccc(F)c(F)c1 (centres undefined)	-6.1%	-21.6%	-0.1%
Cc1c(C(=O)NN)nn(-c2ccc(F)cc2)c(=O)c1C#N	18.4%	0.7%	-2.1%
O=C(c1cc([N+](=O)[O-])ccc1N1CCOCC1)N1CCCCC1	0.9%	0.1%	-0.8%
CCOC(=O)C1CCN(Cc2coc3c(Cl)cc(Cl)cc3c2=O)CC1	-27.1%	-0.5%	0.0%
COc1cccc(-c2nn(-c3ccccc3)cc2C(=O)n2nnc3ccccc32)c1	?	?	0.1%
COc1ccc(N=C2S/C(=C\c3ccc(OC(C)C(=O)O)c(OC)c3)C(=O)N2CCc2c[nH]c3ccccc23)cc1 (centres undefined)	?	?	?
Cc1cc(C)c2c(c1)C1C=CCC1C(c1ccc(S(=O)(=O)N3CCOCC3)cc1)N2 (centres undefined)	-4.7%	5.6%	-4.7%
O=C(NCc1ccco1)c1ccc(Cl)cc1[N+](=O)[O-]	-18.3%	-3.9%	-1.2%
COc1cc(S(=O)(=O)N2CCC(O)(c3cccc(C(F)(F)F)c3)CC2)ccc1-n1cnnn1	?	?	-5.2%
Cc1cc2cc(CNC(=O)c3ccc(S(=O)(=O)N4CCCCC4)cc3)ccc2n1C	-14.1%	-19.1%	-21.3%
C=CCn1c(SCC(=O)N2CCCC2=O)nc2sc(CC)cc2c1=O	?	?	-14.9%
Cc1cccc(NC(=O)CCSc2ccccc2)c1C	-7.5%	5.5%	-9.2%
N#C/C(=C\c1cc([N+](=O)[O-])c(N2CCOCC2)cc1N1CCOCC1)c1nc2ccccc2[nH]1	23.1µM*	?	-4.9%

Other compounds.
SMILES	TDP1 cell noCPT	TDP1 cell CPT	GCN5L2 inh
Nc1ccccc1Nc1cc(-c2cccc(Cl)c2)nn1-c1ccccc1	?	?	-0.8%
COc1ccc(/C(N)=N/O)c(OC)c1	-32.2%	-5.3%	-2.7%
CCSc1nnc(NC(=O)C2C3C=CC(C3)C2C(=O)O)s1 (centres undefined)	-4.0%	0.2%	-1.8%[0.501 µM]
Cc1nnc(Sc2cc(C(=O)NCCCN(C)Cc3ccccc3)c3ccccc3n2)s1	?	?	6.4%
Cc1ccc(S(=O)(=O)N(C)C)cc1NC(=S)NNC(=O)C1CC1	-2.9%	13.0%	0.2%
O=C1[C@H]2[C@@H](C(=O)N1c1cccc3ccccc13)C1(C(=O)c3ccccc3C1=O)N1CCC[C@@H]21	-26.3%	-19.3%	-18.4%
O=C(O)c1ccc(N2CCCS2(=O)=O)cc1	-7.4%	22.5%	-3.1%
CCN(C[C@H]1N[C@@](Cc2ccccc2)(C(=O)OC)[C@H]2C(=O)N(C)C(=O)[C@@H]12)C(=O)Nc1ccccc1	-25.1%	-15.0%	-1.0%
Cc1cccc(N(C(=O)CCC(=O)Nc2cc(C)on2)C(C(=O)NC2CCCC2)c2cccnc2)c1 (centres undefined)	-5.9%	-0.5%	0.8%
COC(=O)C(C)Sc1nc2c(cnn2-c2ccc(Cl)cc2)c(=O)[nH]1 (centres undefined)	9.8%	-15.7%	-1.1%
Cc1ccc(C)c(Nc2nc(-c3cccnc3)cs2)c1	?	?	2.1%
FC(F)(F)c1ccc2c(c1)C1C=CCC1C(c1ccncc1)N2 (centres undefined)	?	?	-16.5%
Cc1cccc(C)c1NC(=O)c1cccnc1	-4.0%	16.7%	-6.8%
NNC(=O)C1CC1(c1ccccc1)c1ccccc1 (centres undefined)	6.7%	3.0%	-0.4%
Cc1[nH]n(-c2ccccc2)c(=O)c1C(=O)Nc1ccccc1	16.4µM*	8.2µM*	-3.3%
O=C(Nc1cccc(-c2csc(-c3ccccc3)n2)c1)c1cccs1	15.8µM*	18.4µM*	-3.6%
Cn1cc(C(=O)c2ccc(Cl)cc2Cl)cc1C(=O)N/N=C(\N)COc1ccc(F)cc1	16.4µM*	?	-4.2%
CC(C)(C)c1ccc(C(=O)OCC(=O)N2CCC(c3ccccc3)=N2)cc1	?	-28.3%	-6.4%
O=C(N/N=C1/CC2C=CCC12)c1ccco1 (centres undefined)	?	?	-0.5%
O=C(c1ccccc1)c1cccc(NC(=O)c2ccc(Br)o2)c1	?	?	-1.9%
CCOC(=O)c1c(C)[nH]c(CCC(=O)Nc2ccccc2OCC)c1C	23.1µM*	?	-1.2%
Clc1cc(-c2ccc(/C=N/n3cnnc3)o2)ccc1Br	-18.8%	36.0%[activator]	-18.7%
COC(=O)c1c(NC(=O)CN2C(=O)NC3(CCC(C)CC3)C2=O)sc2c1CCC2 (centres undefined)	16.4µM*	14.6µM*	-0.6%
CCOc1ccccc1C(=O)Nc1cccc(-c2nc3ccccc3s2)c1	5.17µM*	6.51µM*	-10.6%
Cc1cc(C)cc(C(=O)OCC(=O)NCCNC(=O)COC(=O)c2cc(C)cc(C)c2)c1	-4.4%	-13.7%	-21.6%

Next part
SMILES	TDP1 cell noCPT	TDP1 cell CPT	GCN5L2 inh
COc1ccc(C(=O)Cn2c(NCCO)nc3ccccc32)cc1OC	0.7%	-11.1%	2.9%
Cc1cccc(N2C(=O)CC(Sc3ccccc3C(=O)O)C2=O)c1 (centres undefined)	?	?	39.2%[activator]
CCc1noc(C)c1C(=O)Nc1ccc(C#N)cc1	?	-18.4%	-7.2%
CCOC(=O)[C@@H]1[C@H]2COc3ccccc3[C@@H]2N2C(=O)N(c3cccc(Cl)c3)C(=O)[C@@]12C	16.4µM*	?	-7.2%
Cc1ccc2nc(CSc3nnc(NC(=O)c4cccc(Br)c4)s3)cc(=O)n2c1	-5.0%	-5.4%	-3.2%
O=C(NC(=S)NCCN1CCOCC1)c1ccccc1	8.2%	?	4.8%
O=c1c2c3c(sc2nnn1Cc1ccc(Br)cc1)CCCC3	?	-21.4%	0.5%
O=C(CC(c1ccccc1)c1cc(Br)ccc1O)N1CCCC1 (centres undefined)	-1.2%	-16.8%	-9.6%
Cc1cccc(-c2cnc3cccnn23)c1	?	?	.
COc1ccc(OCC(=O)Nc2ccccc2N2CCCCC2)cc1	1.64µM*	1.64µM*	-7.1%
Cc1ccc(C)c(NC(=O)CSc2nnc(CCNC(=O)OC(C)(C)C)o2)c1	-24.1%	-0.5%	0.9%
O=C(COC(=O)c1ccc(F)cc1F)Nc1ncccn1	2.6%	-17.0%	-10.0%
CCOc1ccc(NC(=O)c2ccccc2O)cc1	?	-15.6%	-1.9%
CC1(C)CC(=O)C=C(c2cc3ccccc3s2)C1	-26.3%	-12.4%	.

By substructure: the entries above with two or more sulfur atoms
SMILES	TDP1 cell noCPT	TDP1 cell CPT	GCN5L2 inh
CCc1c(O)nc(SCC(=O)Nc2nc3ccccc3s2)n(-c2ccc(C)cc2)c1=O	0.8%	19.2%	-30.7%
COc1ccc2nc(NC(=O)c3ccc(S(=O)(=O)N4CCC(C)CC4)cc3)sc2c1	?	2.5%	-26.9%
O=C1CCCC2=C1C(c1cccs1)n1nc(SCc3ccc(C(=O)O)cc3)nc1N2 (centres undefined)	8.0%	2.3%	?
COc1ccc(C(C)=O)cc1CSc1nnc(C)s1	-8.4%	-16.6%	3.2%
C=CCn1c(SCC(=O)N2CCCC2=O)nc2sc(CC)cc2c1=O	?	?	-14.9%
CCSc1nnc(NC(=O)C2C3C=CC(C3)C2C(=O)O)s1 (centres undefined)	-4.0%	0.2%	-1.8%[0.501 µM]
Cc1nnc(Sc2cc(C(=O)NCCCN(C)Cc3ccccc3)c3ccccc3n2)s1	?	?	6.4%
Cc1ccc(S(=O)(=O)N(C)C)cc1NC(=S)NNC(=O)C1CC1	-2.9%	13.0%	0.2%
O=C(Nc1cccc(-c2csc(-c3ccccc3)n2)c1)c1cccs1	15.8µM*	18.4µM*	-3.6%
Cc1ccc2nc(CSc3nnc(NC(=O)c4cccc(Br)c4)s3)cc(=O)n2c1	-5.0%	-5.4%	-3.2%

Source: PubChem (National Center for Advancing Translational Sciences (NCATS))
